RPL19A TOR yeast – RPL19A-GFP expression modulators in yeast, primary screen, cell-based, S. cerevisiae, multiplex flow cytometry, MLPCN. S. cerevisiae RPL19A-GFP strain, 3 h; hits give low values. percent response vs DMSO, % at 10 µM. actives 0.3% (n = 330,000). AID 2025, 2009;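 active = percent response vs DMSO below 50%; inconclusive = fewer than 70 events counted for the yeast strain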;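 note: median channel GFP fluorescence of the barcoded RPL19A-GFP strain; ratio of sample median GFP to plate DMSO average so 100% = DMSO; lower means less RPL19A-GFP as with rapamycin TOR inhibition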
CIT2 TOR yeast – modulators of CIT2-GFP expression in yeast, primary screen, S. cerevisiae, GFP fusion, multiplex flow cytometry, MLPCN library | S. cerevisiae CIT2-GFP strain, 3 h; 100 means same as DMSO wells | GFP response vs DMSO, % at 10 µM | actives 0.065% (n = 320,000) | AID 2029, 2009;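 active = GFP response relative to DMSO above a set limit, near the screen mean plus 3 SD, cut at about 150% in these data; inconclusive = Fewer than 70 cells measured for a yeast strain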;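 note: ratio of well median GFP fluorescence to mean of DMSO wells on the plate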
MEP2 TOR yeast – modulators of MEP2-GFP levels in yeast, primary screen, S. cerevisiae, multiplex flow cytometry, MLPCN library; actives 0.51% (n = 330,000); S. cerevisiae MEP2-GFP strain, 3 h; 100% = DMSO control level; GFP response vs DMSO, % at 10 µM; AID 2016, 2009;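 active = GFP response versus DMSO above a set limit, roughly screen mean plus 3 SD, cut at about 180% in these data; inconclusive = fewer than 70 cells counted for a yeast strain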;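 note: median GFP fluorescence of the barcode-gated MEP2-GFP cells per well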
VLA-4 inh – inhibition in human VLA-4 binding assay, primary screen, VLA-4 allosteric modulator project, MLPCN library, flow cytometry, VLA-4 expressing cells; Integrin alpha-4 (Homo sapiens), P13612; ligand binding flow cytometry; inhibition, % (about 7 µM as worked out from the volumes in the protocol); actives 0.2% (n = 330,000); AID 2557, 2010; in the data active = inhibition above about 50%
Target sequence (P13612 whole entry, looked up): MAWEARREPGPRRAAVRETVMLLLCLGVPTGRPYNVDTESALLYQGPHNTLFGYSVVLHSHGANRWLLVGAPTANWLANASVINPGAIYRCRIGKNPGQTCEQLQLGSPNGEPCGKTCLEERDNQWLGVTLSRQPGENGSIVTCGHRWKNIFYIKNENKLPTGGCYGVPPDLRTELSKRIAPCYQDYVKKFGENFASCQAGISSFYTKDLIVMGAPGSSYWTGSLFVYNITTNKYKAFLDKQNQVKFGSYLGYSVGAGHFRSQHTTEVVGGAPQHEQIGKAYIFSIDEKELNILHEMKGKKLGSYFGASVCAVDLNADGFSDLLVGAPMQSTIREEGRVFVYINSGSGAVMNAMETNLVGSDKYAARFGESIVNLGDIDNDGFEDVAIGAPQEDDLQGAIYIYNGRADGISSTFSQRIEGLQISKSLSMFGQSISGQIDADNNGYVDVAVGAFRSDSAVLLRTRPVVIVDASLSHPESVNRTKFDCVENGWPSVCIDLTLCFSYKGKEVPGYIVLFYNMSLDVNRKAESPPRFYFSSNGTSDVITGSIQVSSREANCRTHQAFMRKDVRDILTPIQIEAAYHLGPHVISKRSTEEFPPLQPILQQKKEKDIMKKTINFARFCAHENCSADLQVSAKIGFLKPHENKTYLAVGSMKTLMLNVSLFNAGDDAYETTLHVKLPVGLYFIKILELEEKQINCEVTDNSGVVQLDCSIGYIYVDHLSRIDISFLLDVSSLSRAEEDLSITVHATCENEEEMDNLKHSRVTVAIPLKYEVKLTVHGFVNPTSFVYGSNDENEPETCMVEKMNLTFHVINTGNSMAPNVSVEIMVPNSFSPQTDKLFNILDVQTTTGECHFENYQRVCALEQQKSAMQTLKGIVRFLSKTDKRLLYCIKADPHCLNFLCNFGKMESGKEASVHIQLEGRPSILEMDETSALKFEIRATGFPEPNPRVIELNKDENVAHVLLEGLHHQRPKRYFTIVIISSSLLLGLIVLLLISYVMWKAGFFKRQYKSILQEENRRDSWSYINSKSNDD
LAP4-GFP MLPCN – modulators of LAP4-GFP expression in yeast, primary screen, S. cerevisiae, multiplex flow cytometry, MLPCN library; actives 0.34% (n = 320,000); 3 h; median GFP as percent of DMSO wells; GFP response vs DMSO, % at 10 µM;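 active = GFP response vs DMSO above a set limit, about the screen mean plus 3 SD, cut at about 150% in these data; inconclusive = under 70 cell events counted for the yeast strain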
JMJD2C inh – inhibitors of GASC-1 histone demethylase, primary screen, biochemical, fluorescence, DELFIA europium | Lysine-specific demethylase 4C (Homo sapiens), Q9H3R0 | GST-JMJD2C(1-420) H3K9me3 demethylation | inhibition, % at 2.35 µM | actives 0.069% (n = 330,000) | AID 2099, 2009;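 active = more than half of a compound's replicate wells show inhibition beyond 50%, single wells judged on their own value; inconclusive = some, but no more than half, of replicates pass 50% inhibition; inactive = no replicate passes 50% inhibition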;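 note: signal counts dimethyl H3K9 product captured on neutravidin plate; 0% = median of DMSO wells and 100% = 0.3 times that DMSO median; strong numbers were not always called active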
AGP1 TOR yeast – modulators of AGP1-GFP expression in yeast TOR pathway, primary screen, cell-based, multiplex flow cytometry, S. cerevisiae, MLPCN library; 3 h; GFP as percent of DMSO wells; GFP response vs DMSO, % at 10 µM; actives 0.02% (n = 320,000); AID 2066, 2009;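 active = GFP response relative to DMSO above a set limit, near screen average plus 3 SD, cut at about 150% in these data; inconclusive = fewer than 70 cells counted for the yeast strain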;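 note: median GFP channel fluorescence of the gated AGP1 strain per well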
GRK2 inh – compounds blocking aptamer binding on GRK2 – biochemical, human GRK2, bead flow cytometry, HTS, primary screen; Beta-adrenergic receptor kinase 1 (Homo sapiens), P25098; FAM-aptamer displacement from GRK2; inhibition of aptamer binding, % at 10 µM; actives 0.59% (n = 330,000);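 active = inhibition of aptamer binding above 40%, roughly 3 SD of noise, on plates passing a quality check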;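 note: median bead fluorescence of bound FAM aptamer so fluorescent compounds give negative values; no value below 0 was filed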
The depositor's hits bear a star; ? = inconclusive; · = not tested or not shown.

SMILES	RPL19A TOR yeast	CIT2 TOR yeast	MEP2 TOR yeast	VLA-4 inh	LAP4-GFP MLPCN	JMJD2C inh	AGP1 TOR yeast	GRK2 inh
CCc1ccc(CNCc2ccc(F)cc2)cc1	91.3	97.1	111.3	2.8	124.8	-3.0	104.8	0.0
CCN(CC)CCCN=Cc1c(O)n(Cc2ccccc2)c(=O)c2ccccc12	102.2	89.2	102.9	21.1	90.3	0.5	89.0	0.0
CCc1nnc(N/N=C/c2c(F)cccc2Cl)n1N	102.4	105.7	108.5	8.2	100.9	-12.7	106.8	0.0
Cc1sc2nc(CSc3nc4ccccc4c(=O)n3CCCN3CCOCC3)[nH]c(=O)c2c1C	97.4	100.8	108.4	-28.6	107.6	45.0	101.9	6.0
CCC(=O)NC1=C(Nc2ccc(N)cc2)C(=O)c2ccccc2C1=O	102.0	101.6	99.8	-0.8	95.8	4.5	99.3	3.0
CC(=O)N1CCC2(CC1)C/C(=N\NC(=S)Nc1ccccc1F)c1cc(O)ccc1O2	91.7	95.2	88.8	3.6	84.0	-11.3	90.7	0.0
O=C(NC(=S)NNS(=O)(=O)c1ccccc1)c1ccc([N+](=O)[O-])cc1	101.8	91.6	93.9	-12.1	94.2	4.0	97.1	0.0
O=C(COc1cccc(-n2cnnn2)c1)Nc1ccc([N+](=O)[O-])cc1	102.0	106.0	100.6	0.8	92.4	-29.7	103.4	0.0
Cc1ccc(C2=NS(=O)(=O)N(C)C(C(=O)NC3CCCCC3)=C2)cc1	101.3	90.7	104.7	-5.0	117.0	10.3	95.8	0.0
CN(c1ccc(OCC(=O)N2CCCC2)cc1)S(=O)(=O)c1ccc(Cl)cc1	96.4	95.9	98.6	9.4	103.7	5.1	95.9	3.0
COc1cc(OC)cc(C(=O)Nc2ccc3nc4n(c(=O)c3c2)CCCCC4)c1	103.2	102.3	97.7	1.8	99.8	12.7	105.9	2.0
C/C(N)=C(/C#N)C(=O)COC(=O)C1CCN(S(=O)(=O)c2cccs2)CC1	99.1	106.3	101.2	-2.7	94.3	2.6	100.2	0.0
COc1ccc(/C=C/c2noc(-c3ccccc3OC(C)=O)n2)cc1	108.8	105.6	111.2	0.9	103.1	0.9	105.4	2.0
Cc1ccc(OCCN2C(=O)C(=O)c3cccc(C)c32)cc1	108.0	102.4	109.0	9.1	96.6	2.4	97.7	3.0
CC(=O)c1ccc(NS(=O)(=O)c2ccc(-c3cnc(C4CC4)o3)cc2)cc1	107.7	116.4	107.2	-14.1	92.8	·	102.8	3.0
CCONC(=O)Nc1ccccc1	104.8	98.5	101.6	-5.9	103.6	-13.7	96.1	0.0
CNc1c(C(=O)O)ccc2c1C(=O)c1ccccc1C2=O	103.7	114.3	95.7	13.1	102.8	16.8	93.7	0.0
CC1CCCN(C(=O)CSc2ncccn2)C1 (stereo not drawn)	105.1	102.6	107.4	-4.2	98.8	-8.1	100.8	3.0
C[C@@H](NC(=O)c1[nH]cnc1C(=O)Nc1ccc(Cl)cc1)c1ccccc1	97.4	97.3	97.9	16.2	96.2	-4.3	101.0	0.0
Cc1nc(SCC(=O)NCCc2ccccc2)c2c(=O)n(C)c(=O)n(C)c2n1	96.3	98.3	99.4	-0.7	106.1	3.6	105.9	0.0
CC1=C(C(=O)OC2CCCC(C)C2)C(c2ccccc2)NC(=O)N1 (stereo not drawn)	95.4	92.7	88.3	23.1	77.1	-0.9	90.7	3.0
O=C(CCCOc1ccc(Cl)cc1Cl)N/N=C/c1cccc([N+](=O)[O-])c1	103.0	108.4	111.5	-3.8	87.9	1.6	103.9	0.0
CCOC(=O)C(CCCCP(=O)(c1ccccc1)c1ccccc1)(NC(C)=O)C(=O)OCC	94.7	·	100.0	11.0	·	4.0	·	3.0
Cc1cccnc1NC(=O)CN1C(=O)NC(C)(c2ccc3ccccc3c2)C1=O (stereo not drawn)	102.6	105.0	103.0	-2.5	107.3	?	106.9	0.0
O=C1CCC[C@@H]2[C@H]3CCC[N+]4([O-])CCC[C@@H](CN12)[C@@H]34 (stereo partly drawn)	98.2	110.0	102.7	-8.6	99.9	-5.5	104.2	3.0
(continued)
SMILES	RPL19A TOR yeast	CIT2 TOR yeast	MEP2 TOR yeast	VLA-4 inh	LAP4-GFP MLPCN	JMJD2C inh	AGP1 TOR yeast	GRK2 inh
COc1ccccc1/C=C\C=N\NC(=O)CCn1nnc2ccccc21	103.3	107.2	102.0	10.3	94.7	?	97.3	6.0
CSc1ncc(Cl)c(C(=O)Nc2cccc(C)c2)n1	102.0	101.8	97.4	1.2	111.1	1.9	96.6	0.0
O=c1[nH]c(/C=C/c2ccccc2F)nc2ccccc12	104.4	101.5	106.9	0.6	100.9	3.4	99.0	0.0
COC(=O)c1nn(-c2ccccc2)c(Sc2ccccc2)c1/C=N/O	100.5	111.1	102.5	-1.4	99.1	2.8	103.8	2.0
CC1CN(C2CCN(C(=O)c3ccccc3)CC2)CC(C)O1 (stereo not drawn)	103.2	·	103.1	-0.1	107.7	-1.4	103.3	0.0
Cc1cc(C)c(OCC(O)CN2CCN(c3ccccn3)CC2)c(C)c1 (stereo not drawn)	106.7	110.7	110.1	-4.9	102.1	5.8	105.7	0.0
Cc1nnc(SCc2cc(=O)n3[nH]cnc3n2)s1	92.1	92.3	113.6	-13.6	99.0	11.9	105.6	0.0
O=C(c1ccsc1)N1CCCC(Nc2cccc(F)c2)C1 (stereo not drawn)	104.7	109.0	99.5	4.4	78.2	3.6	98.7	1.0
CCN(CCn1cccn1)C(=O)c1cc(COc2cccc3cccnc23)on1	95.9	105.7	103.7	-37.9	100.0	4.3	106.3	2.0
Cc1cccc(NCC(=O)c2c(N)n(C)c(=O)n(C)c2=O)c1C	102.6	95.1	99.3	24.0	91.0	-0.6	90.0	5.0
CC1=C(C)CC(C(=O)N2CCN(Cc3ccc4c(c3)OCO4)CC2)C(C(=O)O)C1 (stereo not drawn)	97.4	98.4	101.3	6.5	99.6	-0.2	101.1	3.0
CC1CCN(CCc2nc3cc(NC(=O)NC4CCCCC4)ccc3n2C)CC1	102.1	110.8	103.7	-4.4	107.8	-3.1	108.9	0.0
Cc1cccc(C)c1NC(=O)CN(C)C(=O)C(c1ccccc1)c1ccccc1	104.0	104.3	104.7	27.9	92.9	-13.4	99.3	8.0
O=C(N/N=C/c1ccc2nccnc2c1)c1ccncc1	107.9	·	94.1	-0.6	·	-1.2	·	2.0
COc1ccc(Cl)cc1NC(=S)Nc1ccc(Cl)cn1	102.5	99.4	103.1	5.2	97.4	1.4	102.9	2.0
CC[C@@H](C)[C@@H]1CN([C@@H](CN2CCC[C@H]2CN2C(N)=NC[C@H]2CC(C)C)C(C)C)C(=N)N1CCc1ccc(Cl)c(Cl)c1	98.7	104.1	102.1	-8.0	102.0	·	107.4	0.0
CC1CCN(CCCNC(=O)CCCNC(=O)Cn2cnc3sc4c(c3c2=O)CCCC4)CC1	99.1	101.2	100.0	9.6	97.5	0.7	98.8	2.0
COc1cc(NC(=S)NC(=O)c2ccccc2F)ccc1NC(=O)c1ccco1	103.2	101.9	102.1	4.6	94.8	-22.6	93.9	0.0
Cc1cccc(NC(=O)CCc2c(C)nn(-c3ccc(N4CCCCC4)nn3)c2C)c1	99.2	103.4	109.1	0.7	104.8	-1.8	99.4	0.0
COc1ccc(NC2CC(=O)N(c3cccc([N+](=O)[O-])c3)C2=O)cc1 (stereo not drawn)	97.1	100.5	101.9	-9.7	97.2	-1.3	96.0	1.0
O=C(O)CC(c1ccc(Br)cc1)N1Cc2ccccc2C1=O (stereo not drawn)	103.4	103.4	104.6	6.1	91.2	-3.3	100.4	1.0
O=C(c1ccc(F)cc1F)N1CCN(c2n[nH]c(=O)[nH]c2=O)CC1	91.9	96.5	96.6	5.5	98.0	-7.0	96.9	1.0
CCN1CCN(CC(=O)N2N=C(c3ccc(OC)cc3)CC2c2ccc(OC)cc2)C(=O)C1=O (stereo not drawn)	99.1	106.8	100.2	2.5	101.1	-4.6	108.5	2.0
CCCC(C(=O)N1CCOCC1)N1C(=O)C2C3C=CC(C3)C2C1=O (stereo not drawn)	98.6	98.8	102.5	47.9	99.8	5.3	100.6	0.0
CCOC(=O)N1CCN(C(=S)Nc2ccc(C)cc2)CC1	91.7	85.5	82.7	3.3	79.5	1.0	100.2	0.0

Brought forward from above: 3 entries, then new ones.
SMILES	RPL19A TOR yeast	CIT2 TOR yeast	MEP2 TOR yeast	VLA-4 inh	LAP4-GFP MLPCN	JMJD2C inh	AGP1 TOR yeast	GRK2 inh
CCN1CCN(CC(=O)N2N=C(c3ccc(OC)cc3)CC2c2ccc(OC)cc2)C(=O)C1=O (stereo not drawn)	99.1	106.8	100.2	2.5	101.1	-4.6	108.5	2.0
CCCC(C(=O)N1CCOCC1)N1C(=O)C2C3C=CC(C3)C2C1=O (stereo not drawn)	98.6	98.8	102.5	47.9	99.8	5.3	100.6	0.0
CCOC(=O)N1CCN(C(=S)Nc2ccc(C)cc2)CC1	91.7	85.5	82.7	3.3	79.5	1.0	100.2	0.0
O=C1NC(=O)/C(=C\c2ccccc2Oc2ccc(F)c(F)c2)S1	106.0	121.1	109.6	15.6	87.7	3.3	109.8	0.0
O=C(Nc1cc(C(F)(F)F)ccc1N1CCOCC1)C1=COCCO1	96.0	84.1	97.4	8.5	107.6	6.4	100.2	0.0
CCOC(=O)c1[nH]nc2c1C(=O)N(Cc1ccccc1)C2=O	98.4	101.7	98.6	10.8	98.0	14.3	97.7	5.0
COc1cc(OC)c(C(=O)NNC(=S)NC2CCCCC2)cc1OC	94.7	94.1	96.6	-13.4	92.3	1.6	92.1	0.0
CNCc1ccccc1Sc1cccc2ccccc12	110.9	104.1	106.8	13.2	107.4	-6.2	110.2	0.0
OC1(c2ccccc2)c2ccccc2-c2ncccc21 (stereo not drawn)	102.6	104.7	101.6	-10.9	89.7	-17.5	104.7	2.0
CCCc1cc(NCc2ccccn2)n2c(nc3ccccc32)c1C#N	96.5	98.5	94.9	-7.1	109.0	17.2	103.2	3.0
CN(C)S(=O)(=O)c1ccc(Cl)c(C(=O)OCC(=O)NC(=O)NC2CCCC2)c1	86.5	87.6	92.8	0.0	85.6	17.4	86.8	2.0
Cc1cc(C(=O)OCC(=O)Nc2c(Cl)cccc2C(F)(F)F)c(C)o1	106.4	102.6	113.3	8.3	101.5	-1.3	104.1	6.0
COc1cccc(CN(C)Cc2nc(C3CC3)no2)c1	93.2	93.6	105.4	-0.9	100.3	4.9	92.9	0.0
O=S(=O)(Nc1cccc2cn[nH]c12)c1ccc(F)cc1	102.6	92.4	107.0	17.1	96.4	-22.4	105.7	2.0
O=C(Cn1ncc(Cl)c(Cl)c1=O)Nc1ccc2c(c1)OCO2	103.2	106.0	113.3	0.0	109.3	-0.7	109.3	3.0
O=C(CN(CCO)c1ccccc1)Nc1cccc(S(=O)(=O)N2CCCC2)c1	93.0	98.0	71.2	0.0	107.4	11.5	89.4	1.0
Cc1ccccc1N1CCN(C2CCCN(C(=O)c3snnc3C)C2)CC1 (stereo not drawn)	99.7	103.8	114.5	-10.0	101.2	-2.4	101.5	2.0

High-throughput results: PubChem, several laboratories
